# Screening data: PubChem BioAssay, several laboratories
# C8 TRAIL sens – sensitizes caspase-8 expressing cells to TRAIL; NB7+C8 cells + TRAIL, ATPlite viability luminescence; inhibition (viability loss, TRAIL sensitization), % at 10 µM; 360,000 tested, 1% active;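 active = compounds causing at least 50% loss of cell viability in the single-dose screen, relative to plate controls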
# COUP-TFII inh – blocks human COUP-TFII nuclear receptor. P24468. HEK293T NGFI-A luciferase reporter, luminescence. inhibition, % at 8.6 µM. 370,000 tested, 0.7% active;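 active = inhibition above a per-plate cutoff, mean inhibition of test wells between control levels plus 3 SD, cut at about 38% in these data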;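 also: cells cotransfected with COUP-TFII expression vector driving the NGFI-A reporter; 0% = median of COUP-TF2 test wells and 100% = reporter-only cells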
# TWEAK Fn14 block – TWEAK-Fn14 signaling inhibition; TWEAK-stimulated Fn14 reporter cells, luciferase luminescence, 8 h; inhibition, % at 10 µM; 360,000 tested, 2% active; AID 1159606; in the data active = inhibition above about 50%
# NCOA2 inhibitor – human SRC2 (NCOA2) inhibition; AID 651957; Q15596; 370,000 tested, 0.17% active; inhibition, % at 9 µM; HEK293 GAL4-SRC2 luciferase reporter, luminescence;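 active = inhibition above the mean inhibition of all tested compounds plus 3 SD, set per campaign, cut at about 52% in these data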;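 also: 0% = DMSO treated cells and 100% = cells given Gossypol at 36 µM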
# LMP1 NFkB inh – reduces LMP1-driven NF-kappaB luciferase signal; 350,000 tested, 0.69% active; inhibition, % at 12.5 µM; LMP1-induced NF-kappaB luciferase reporter cells, luminescence; in the data active = inhibition above about 41%;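 also: 0% = neutral control wells and 100% = reference inhibitor control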
# TROY signal inh – blocks TROY-dependent signaling in reporter cells; Q293 LMP1-TROYcd NF-kB luciferase reporter, 4 h; AID 1347056; inhibition, % at 10 µM; 360,000 tested, 0.98% active;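 active = compounds whose plate-normalised and pattern-corrected inhibition of the luciferase reporter signal at the single screening dose is 50% or more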
# LRH-1 inv ag – NR5A2 inverse agonism in reporter assay. inhibition, % at 3.6 µM. 360,000 tested, 0.13% active. HEK293T StAR-luciferase reporter, LRH-1 transfected, 24 h. AID 602396;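 active = inhibition above the mean inhibition of all tested compounds plus 3 SD, cut at about 73% in these data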;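 also: 0% = DMSO wells and 100% = reporter-only cells lacking LRH-1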
# CF NFkB block – cystic fibrosis NF-kB activation inhibition. AID 588850. 360,000 tested, 0.86% active. KKLEB NF-kB-GFP reporter, PAF-induced, GFP fluorescence overnight. inhibition, % at 5 µM;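 active = at least 50% inhibition at 5 µM, scaled per plate between neutral and stimulator controls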;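 also: PAF is a Pseudomonas aeruginosa culture filtrate used as stimulus; plate controls were PAF-stimulated DMSO wells for no effect and unstimulated DMSO wells for full effect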
# SRC1 inh – inhibitors of human steroid receptor coactivator 1 (SRC1); AID 588354; Q15788; 360,000 tested, 0.12% active; HEK293 GAL4-SRC1 luciferase reporter, luminescence; inhibition, % at 3.6 µM;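 active = inhibition above the campaign mean plus 3 SD, with each screening campaign given its own cutoff, cut at about 60% in these data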;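 also: 0% = DMSO treated cells and 100% = gossypol at 36 µM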
# NCOA3 inh – inhibitors of human steroid receptor coactivator 3 (SRC3); HEK293 GAL4-SRC3 luciferase reporter, luminescence; inhibition, % at 3.6 µM; 360,000 tested, 0.17% active; AID 588352;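 active = inhibition above a per-campaign cutoff, the mean of all compounds plus 3 SD, cut at about 60% in these data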;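 also: 0% = DMSO-treated cells and 100% = gossypol-treated cells at 36 µM; higher means less SRC3-driven luciferase light from the GAL4 reporter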
# Target sequence (Q9Y6Q9 whole entry, looked up, the tested form may be a part): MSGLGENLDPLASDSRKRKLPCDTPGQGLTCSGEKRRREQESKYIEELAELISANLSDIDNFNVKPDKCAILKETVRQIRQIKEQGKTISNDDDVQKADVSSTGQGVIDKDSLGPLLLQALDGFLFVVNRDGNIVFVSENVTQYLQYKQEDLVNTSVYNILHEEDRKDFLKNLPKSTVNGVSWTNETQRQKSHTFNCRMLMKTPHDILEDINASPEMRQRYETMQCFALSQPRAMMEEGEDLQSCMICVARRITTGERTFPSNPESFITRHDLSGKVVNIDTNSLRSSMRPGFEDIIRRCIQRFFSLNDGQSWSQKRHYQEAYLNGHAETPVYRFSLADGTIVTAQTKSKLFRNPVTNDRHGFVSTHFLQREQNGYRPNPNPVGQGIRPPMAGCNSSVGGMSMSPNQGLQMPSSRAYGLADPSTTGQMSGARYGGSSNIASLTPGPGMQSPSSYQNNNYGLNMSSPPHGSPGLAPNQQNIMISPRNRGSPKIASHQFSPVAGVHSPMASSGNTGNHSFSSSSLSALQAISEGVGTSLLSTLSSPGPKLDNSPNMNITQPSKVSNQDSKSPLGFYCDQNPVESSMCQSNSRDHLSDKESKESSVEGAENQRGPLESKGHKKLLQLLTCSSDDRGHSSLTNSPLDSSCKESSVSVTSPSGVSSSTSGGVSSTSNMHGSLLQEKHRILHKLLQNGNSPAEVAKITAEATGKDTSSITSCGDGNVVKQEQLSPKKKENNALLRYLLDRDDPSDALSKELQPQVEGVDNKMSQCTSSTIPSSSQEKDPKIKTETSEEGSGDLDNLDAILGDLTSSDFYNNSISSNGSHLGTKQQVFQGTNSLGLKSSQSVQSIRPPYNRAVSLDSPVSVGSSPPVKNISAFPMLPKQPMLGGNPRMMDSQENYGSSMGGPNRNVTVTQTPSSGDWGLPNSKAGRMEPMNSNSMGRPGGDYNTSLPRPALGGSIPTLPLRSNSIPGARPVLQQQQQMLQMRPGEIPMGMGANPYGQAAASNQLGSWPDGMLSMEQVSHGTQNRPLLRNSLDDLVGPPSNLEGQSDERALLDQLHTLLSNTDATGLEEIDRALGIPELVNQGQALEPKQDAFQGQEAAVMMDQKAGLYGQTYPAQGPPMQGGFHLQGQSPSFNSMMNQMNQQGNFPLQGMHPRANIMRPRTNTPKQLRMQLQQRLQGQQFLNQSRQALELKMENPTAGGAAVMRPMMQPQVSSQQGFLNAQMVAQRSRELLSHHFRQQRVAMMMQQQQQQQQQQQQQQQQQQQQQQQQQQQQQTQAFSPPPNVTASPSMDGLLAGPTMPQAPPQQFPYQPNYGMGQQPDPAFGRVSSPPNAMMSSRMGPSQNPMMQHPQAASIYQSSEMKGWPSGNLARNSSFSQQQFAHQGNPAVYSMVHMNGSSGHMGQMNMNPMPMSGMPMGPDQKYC
# KKLEB cytotox – reduces viability of KKLEB cystic fibrosis airway cells; KKLEB CF airway cells viability, ATPlite luminescence, overnight; active compounds read low; cells stimulated with P. aeruginosa culture filtrate; activity change (cytotoxicity), % at 5 µM; 360,000 tested, 0.36% active; AID 602141;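 active = corrected activity change at or below -50% at 5 µM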
# * marks the source's active call; other numbers are inactive results; x = not tested or not shown; & = joins results of further samples.
smiles,C8 TRAIL sens,COUP-TFII inh,TWEAK Fn14 block,NCOA2 inhibitor,LMP1 NFkB inh,TROY signal inh,LRH-1 inv ag,CF NFkB block,SRC1 inh,NCOA3 inh,KKLEB cytotox
NC(c1ccccc1)c1csc(Nc2cc(Oc3ccccc3)ncn2)n1 (stereo not drawn),23,-2,-48,24,x,-1,2,30,-3,0,-2
Cc1oc(CC(C)C)cc1C(=O)Nc1ccc(C(=O)O)cc1,1,-3,-22,-29,-4,-52,-88,22,-38,-19,-9
CNC(=S)N/N=C/c1c(Cl)cccc1Cl,-3,2,-20,-32,-6,-38,-8,4,-1,16,13
Cc1cc(N2CCCCC2)nc2ccccc12,3,-10&-23,-5,-7,-6,-13,17,-4,-27,17,-13
CCOC(=O)c1sc(=S)sc1SCc1cccc(C(F)(F)F)c1,-17,-3,14,-34,0,5,11,13,-10,-2,-6
O=C(Nc1ccccc1)N1CCCN(c2ccc(C(F)(F)F)cc2[N+](=O)[O-])CC1,7,9,6,-53,-5,0,2,-9,5,30,-3
COc1ccc(OCC(=O)NNC(=O)c2ccc(-c3ccccc3)cc2)cc1,13,6,-12,5,-22,-23,-12,-5,4,-1,6
Cc1ccc(Cl)c(OCC(=O)OC(C)C(=O)NC2CC2)c1 (stereo not drawn),22,15,0,25,-3,-6,-12,-18,5,7,-4
Cc1cc(C)nc(NC(=O)C(c2ccccc2)c2ccccc2)c1,-1,8,15,24,13,-15,7,2,-29,-1,1
Oc1ccc(/C=N/N2CCN(C3c4ccccc4-c4ccccc43)CC2)cc1,9,-11,6,-8,-17,12,-4,-13,-9,19,-1
COC(=O)c1c(C)[nH]c(-c2csc(N)n2)c1C,-29,-1,17,-2,-19,6,10,11,8,3,-3
CC(=O)c1c(C)[nH]c(C(=O)CSc2nnc3ccccn23)c1C,-1,0,-8,-3,4,-3,-28,-12,-22,-9,9
Cc1ccc2[nH]c(=O)c(CN(CCCN3CCOCC3)C(=O)Nc3cccc(Cl)c3)cc2c1,1,6,-11,8,-17,-1,7,20,-12,29,-13
CCCN1CCN(CCCNC(=S)Nc2ccc3nc(N4CCN(CC)CC4)cc(C)c3c2)CC1,-8,5,-17,8,-17,9,-17,25,7,-4,-10
CCOc1cc(N2CCOCC2)c(OCC)cc1NC(=O)c1c(-c2ccccc2Cl)noc1C,-1,26,-9,23,4,8,4,-9,-16,26,15
CCN(CC)S(=O)(=O)c1ccc2c(c1)N(CC(=O)N(CCc1ccncc1)C(C)C)C(=O)CO2,-6,-7,2,-8,-1,1,0,11,1,12,-5
O=C(O)c1sccc1Oc1ccc(NS(=O)(=O)c2ccc(Cl)cc2)cc1,6,8,-5,12,-8,2,7,-5,7,1,6
Cc1ccccc1CNC(=O)CCc1ccccc1,-23,5,2,-21,-3,-21,4,17,-19,-12,-1
COc1cccc(NC(=O)CCN2CCN(C)CC2)c1,1,-2,20,-7,6,-24,13,4,2,3,-15
Cc1c(NC(=O)c2cc(=O)[nH]c3ccccc23)c(=O)n(-c2ccccc2)n1C,11,11,4,0,-4,-1,13,-4,5,11,11
CCOc1ccc(CCNC(=O)COC(=O)c2cc(OC)cc(OC)c2)cc1OCC,-7,-7,-18,-9,0,21,6,-11,-2,15,-7
O=C1CC(c2ccccc2)c2cc(O)ccc2O1 (stereo not drawn),-2,3,21,4,-1,-18,6,8,-4,11,5
Cc1ccc(C(=O)N/C(=C\c2ccco2)C(=O)NCC2CCCO2)cc1C (stereo not drawn),-11,-4,10,11,-1,x,15,-9,-14,-5,1
CCOc1ccc(NC(=O)c2ccc(CNc3c(N4CCCC4)c(=O)c3=O)cc2)cc1,20,-18,-4,-8,-5,-10,0,6,-7,5,-15
O=C(O)c1cc(-c2ccc(/C=N/N3C(=O)C4C5C=CC(CC5)C4C3=O)o2)ccc1Cl (stereo not drawn),1,1,12,5,-4,-1,-9,-13,-4,6,0
Cc1ccsc1-c1nc(C(N)=O)c2[nH]c(=O)n(-c3ccc(Cl)cc3)c2n1,5,-7,-29,-13,-82,-12,17,44,14,-18,-45
Nc1ccc(N=Nc2ccccc2O)c(N)c1,16,-25,-11,-17,x,-33,-108,-23,-92,-74,-2
Cc1nn(-c2ccccc2)c(N2CCCC2)c1/C=N/Nc1ccc(S(N)(=O)=O)cc1[N+](=O)[O-],12,-18,7,19,-3,-14,12,7,-21,13,0
O=C(CN1CCOCC1)Nc1scc2c1c(=O)oc1ccccc12,19,4,-19,-19,x,-16,-3,5,3,0,-27
Cc1ccc(C(=O)c2c3ccc([N+](=O)[O-])cc3[n+]([O-])n2CCCN)cc1,13,-28,-36,0,-18,-20,-23,-17,-29,-16,-2
Cc1cccc(OCc2nnc(SC(C)C(=O)O)n2Cc2ccccc2)c1 (stereo not drawn),-3,-19,-5,18,0,-16,-16,-4,1,4,13
CC1CCN(S(=O)(=O)c2ccc(Br)s2)CC1,-5,-2,1,7,-6,-19,1,4,13,14,2
CC(=O)N1N=C(c2ccccc2O)CC1c1cccs1 (stereo not drawn),-4,0,-4,-37,8,-5,-5,6,-12,-14,7
O=c1c(C(c2ccc(F)cc2)c2c(O)nc3n(c2=O)CCCS3)c(O)nc2n1CCCS2,-23,3,16,-25,14,8,-4,-17,2,20,-6
CCOC(=O)CCc1nc2ccccc2[nH]c1=O,-9,-3,-4,11,0,2,-8,-3,-12,0,8
COc1ccc(OC)c(C2C(C(C)=O)=C(C)Nc3ncnn32)c1 (stereo not drawn),6,15,-3,-2,-13,-5,5,-3,9,-15,0
Cn1cc([N+](=O)[O-])c(C(=O)Nc2ccc3nc(-c4ccccc4)[nH]c3c2)n1,18,-47,-38,-45,-3,-122,-93,-31,-68,-51,23
CCS(=O)(=O)N1CCC(C(=O)NCc2cccnc2)CC1,2,-5,-1,-12,1,-7,-1,0,-20,13,-7
CN1C(=O)CC(c2cn(Cc3ccccc3)c3ccccc23)C1=O (stereo not drawn),-9,-5,11,20,-14,13,2,-10,-37,7,3
CCS(=O)(=O)c1ccc(O)c(NC(=O)CCCC(=O)O)c1,-20,0,8,-5,3,6,10,6,-3,14,-5
Cc1cccn2c(=O)c3cc(C(=O)N4CCCCC4C)sc3nc12 (stereo not drawn),7,-12,-4,5,-6,-16,12,-5,-5,-14,1
C=CCNC(=O)CN1C(=O)NC(C)(c2ccc(OC)cc2)C1=O (stereo not drawn),-2,10,-3,-2,0,-7,8,-2,-18,-9,2
COc1cc(C(=O)Nc2nc3ccc4nc(C)sc4c3s2)cc(OC)c1OC,-6,-1,-7,5,15,6,3,3,-26,-6,3
O=C1CCCC2=C1C(c1ccncc1)n1c(nc3ccccc31)N2 (stereo not drawn),-6,11,2,13,-2,-11,0,6,-1,16,11
Cc1ccc(C)c2c1[nH]c1ccc([N+](=O)[O-])cc12,21,-1,-32,0,6,-4,9,-100,-15,4,5
COc1cc(CC(=O)NCc2ccc3c(c2)OCO3)cc(OC)c1OC,-26,16,5,6,11,4,9,4,-6,20,-4
COc1ccc(C2CC(c3ccc(Cl)cc3)n3nc(N)nc3N2)cc1 (stereo not drawn),-5,-71,-17,-51,8,-6,21,8,-4,6,-2
Cc1ccc(CCNC(=O)C2CCN(S(=O)(=O)c3ccc4c(c3)NC(=O)C(C)S4)CC2)cc1 (stereo not drawn),11,19,19,5,4,23,1,8,-16,-4,-4
CCN(CC)S(=O)(=O)c1cc(NC(=O)CCc2c(C)noc2C)ccc1C,-2,4,-22,-19,8,0,-14,-27,11,-6,-6
Cc1nonc1OC(C)CNc1ccc([N+](=O)[O-])cc1 (stereo not drawn),-7,-4,3,-23,1,7,1,-6,9,2,-18
Cc1c(Cl)cccc1N1C(=O)CC(N(O)c2ccccc2)C1=O (stereo not drawn),-11,-9,-26,-24,-8,-19,-4,8,-25,6,-8
CCOC(=O)[C@H]1[C@H]2COc3cc(OC)ccc3[C@@H]2N2C(=O)CN(Cc3ccc(C)cc3)C(=O)[C@@]12C,-12,-22,-13,17,-2,-13,-6,14,2,8,-24
COc1ccc(OC2CCN(C(=O)Nc3ccc(C)cc3)CC2)cc1,3,-12,11,-4,-3,-2,-18,-11,-37,-12,4
Cc1ccccc1CN1CCN(C(=O)c2cccc3ccccc23)CC1,6,8,-12,3,11,-4,-8,30,4,13,-9
O=C(CSc1ncc(S(=O)(=O)c2ccccc2)c(=O)[nH]1)Nc1ccccc1Cl,-7,-12,-6,-1,-2,-6,0,5,-22,4,-6
O=C(N/N=C/c1ccc(Br)cc1)c1cc[n+]([O-])cc1,-17,13,-2,8,0,-10,-12,4,-21,-19,6
CC(=O)Nc1nc(C)cs1,-1,16,10,-8,3,-2,1,-21,5,-2,5
Cc1ccccc1-n1nc(C)c2cc(C(=O)N3CCOCC3)sc21,2,3,-6,-12,3,-7,19,-8,-29,-4,-4
CCc1ccc(NC(=S)NC(=O)CC(C)C)cc1,-2,-37,-35,-38,-4,-71,-85,-3,-89,-93,5
COCOCCn1cc(CN2CCS(=O)(=O)N(Cc3ccc(-c4ccc(Cl)c(Cl)c4)cc3)C(C)C2=O)nn1 (stereo not drawn),13,10,48,-4,15,41,-14,20,-4,5,-13

# New compounds follow:
smiles,C8 TRAIL sens,COUP-TFII inh,TWEAK Fn14 block,NCOA2 inhibitor,LMP1 NFkB inh,TROY signal inh,LRH-1 inv ag,CF NFkB block,SRC1 inh,NCOA3 inh,KKLEB cytotox
COc1ccc(N2CCN(Cc3nc4ccccc4c(=O)[nH]3)CC2)cc1,-3,4,4,1,4,6,15,-27,-3,4,17
O=C(CSc1nc2c(c(=O)[nH]1)CCC2)Nc1ccccc1Cl,-6,-7,28,-22,-4,-26,15,-2,-29,17,4
CC(=O)CSc1cc(C)nc2c(-c3ccccc3)c(C)nn12,-8,2,-25,-27,-6,-1,1,19,0,1,-13
COc1cc2c(cc1OC)CN(CC(=O)Nc1ccc(S(=O)(=O)N(C)C)cc1)CC2,-10,17,47,13,4,-4,3,2,14,13,7
COc1ccccc1N1CCN(C(=O)C(=O)c2cn(CC(=O)N3CCOCC3)c3ccccc23)CC1,-3,1,1,-8,0,-2,-33,18,2,18,-15
COc1ccc(Cl)cc1NC(=O)CN(C)C(=O)c1cc(-c2cccs2)nn1-c1ccccc1,10,-12,16,4,-17,11,6,6,-1,5,-5
Cc1ccc(S(=O)(=O)C(C#N)c2nc3ccccc3nc2N2CCCC2)cc1 (stereo not drawn),-2,16,17,-20,-4,7,19,-7,-4,6,2
Cc1ccc(C(C(=O)NC(C)(C)C)N(Cc2cccnc2)C(=O)C(=O)NC2CCCCC2)o1 (stereo not drawn),5,-6,-13,1,-9,-2,4,-7,-3,-3,6
